Compound activity from PubChem BioAssay.
CHRM1 agonist: activates human CHRM1 receptor; activation, % at 3 µM; actives 0.33% (n = 360,000); CHO-K1 hM1, Fluo-8 calcium fluorescence, agonist mode; 0% DMSO, 100% acetylcholine EC100; AID 588814;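 active = activation above the run's mean compound activation plus 3 SD, cut at about 16% in these data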;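 also: peak over basal fluorescence ratio within a 140 s kinetic read after compound addition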
Target sequence (P11229 whole entry, looked up): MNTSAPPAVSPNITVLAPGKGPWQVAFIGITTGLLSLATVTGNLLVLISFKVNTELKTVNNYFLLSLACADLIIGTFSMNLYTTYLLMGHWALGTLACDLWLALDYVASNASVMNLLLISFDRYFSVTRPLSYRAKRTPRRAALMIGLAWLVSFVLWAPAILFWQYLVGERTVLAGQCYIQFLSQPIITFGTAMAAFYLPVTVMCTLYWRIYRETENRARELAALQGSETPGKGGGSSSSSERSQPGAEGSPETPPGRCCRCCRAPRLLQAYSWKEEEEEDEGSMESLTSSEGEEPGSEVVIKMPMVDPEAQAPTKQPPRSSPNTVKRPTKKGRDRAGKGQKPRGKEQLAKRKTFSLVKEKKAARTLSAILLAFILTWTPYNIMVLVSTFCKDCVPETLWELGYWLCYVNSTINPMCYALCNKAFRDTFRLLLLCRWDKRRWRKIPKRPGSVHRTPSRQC
OXTR potentiate: human OXTR potentiation | CHO-OTR cells, Fluo-8 calcium fluorescence, potentiator mode; 0% = oxytocin EC15, 100% = EC100 | activation, % at 3 µM | P30559 | AID 2445 | actives 0.061% (n = 320,000);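 active = activation above that plate's cutoff, the mean activation of tested compounds plus 3 SD, cut at about 6.6% in these data, passing the limit was not always enough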;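 also: 100% uses oxytocin at 75 nM as the full agonist control; some results filed as inactive read as strong as hits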
Target sequence (P30559 whole entry, looked up): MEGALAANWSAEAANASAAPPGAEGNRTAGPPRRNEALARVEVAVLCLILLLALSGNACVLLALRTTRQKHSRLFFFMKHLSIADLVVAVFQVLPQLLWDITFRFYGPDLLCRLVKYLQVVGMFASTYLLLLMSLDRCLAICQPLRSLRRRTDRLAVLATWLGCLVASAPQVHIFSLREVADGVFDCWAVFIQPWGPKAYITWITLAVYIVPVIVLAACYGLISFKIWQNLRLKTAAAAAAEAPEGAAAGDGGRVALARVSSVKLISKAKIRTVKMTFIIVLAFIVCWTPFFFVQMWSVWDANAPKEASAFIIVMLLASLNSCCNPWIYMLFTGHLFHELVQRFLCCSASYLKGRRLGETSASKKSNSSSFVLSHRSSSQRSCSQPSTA
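assay system = CHO-OTR cells, human receptor | schedule = compound 6 min at room temperature before oxytocin, 100 s read | detection = Fluo-8 intracellular calcium fluorescence, ex 470-495, em 515-575 nm | evaluation = normalized max/min fluorescence ratio, % activation | control set = EC15 oxytocin alone as 0%, 75 nM oxytocin (EC100) as 100%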
CHRM1 antagonist: antagonists of human M1 muscarinic receptor | P11229 | CHO-K1 hM1, Fluo-8 calcium fluorescence, ACh EC80 antagonist | inhibition, % at 3 µM | actives 1.3% (n = 360,000) | AID 588852;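 active = percent inhibition above its own plate's cutoff, namely the mean of that plate's compound wells plus 3 SD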;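 also: peak over basal fluorescence ratio during 140 s after agonist addition; 0% = ACh EC80 plus DMSO and 100% = DMSO alone without agonist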
CHO-K1 Ca ag: nonselective activator or artifact in parental CHO-K1 cells | Fluo-8 calcium fluorescence; scaled to maximal ATP response, vehicle zero | activation, % at 3 µM | actives 0.48% (n = 360,000); in the data active = activation above about 15%;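 also: untransfected CHO-K1 host cells lacking M1 receptor as counterscreen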
CHO-K1 Ca antag: counter-screen for M1 antagonists: effect in parental CHO-K1 cells | inhibition, % at 3 µM | AID 602250 | actives 0.6% (n = 360,000) | ATP-induced calcium, Fluo-8 fluorescence;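 active = inhibition above a per-plate cutoff, the plate's mean sample inhibition plus 3 SD, cut at about 24% in these data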;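 also: 0% = DMSO plus EC80 ATP and 100% = DMSO alone without ATP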
TAAR1 ag: human TAAR1 agonism; CHO RD-HGA16 TAAR1, Fluo-8 calcium fluorescence; vehicle wells 0%, saturating PEA agonist 100%; activation, % at 3 µM; actives 0.99% (n = 360,000);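 active = activation above the mean activation of all test compounds in the run plus 3 SD, cut at about 38% in these data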
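Assay system: CHO-derived RD-HGA16 cells with stable Gα16 and human TAAR1; timing: 17-24 h seeding, 75 min 37 °C dye, 30 min RT; read-out: % activation from peak over basal fluorescence ratio, DMSO-to-PEA scaled; measured by: kinetic Fluo-8 calcium fluorescence; benchmarks: low control DMSO, high control PEA (EC100); doses: 3 µM single concentration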
CHO parental Ca: counter-screen for OX1R antagonists: effect in parental CHO cells | parental CHO-K1, ATP-induced calcium, Fluo-8 fluorescence | inhibition, % at 5.6 µM | actives 0.63% (n = 330,000) | AID 463079;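 active = inhibition above that plate's mean sample inhibition plus 3 SD, cut at about 26% in these data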;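 also: 0% = ATP-challenged DMSO wells and 100% = DMSO wells without ATP; some compounds past the cut are filed as inactive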
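Material: parental CHO cells / Compound: single nominal dose of 5.6 µM per compound / Signal: Fluo-8 fluorescence / Replicates: singlicate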
TAAR1 antagonist: antagonists of human TAAR1; CHO RD-HGA16 TAAR1, Fluo-8 calcium fluorescence, antagonist; actives 1.5% (n = 360,000); Q96RJ0; inhibition, % at 3 µM;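 active = inhibition above a per-plate cutoff, the mean inhibition of test compounds on that plate plus 3 SD, cut at about 49% in these data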;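 also: 0% = DMSO plus EC80 beta-PEA response and 100% = DMSO alone without agonist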
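Test system: hTAAR1-expressing CHO RD-HGA16 cells, Gα16-coupled; Probe or stimulus: EC80 β-phenethylamine stimulus; Compound dosing: single nominal final test compound concentration of 3 µM; Timing: 140 s kinetic read after compound, 140 s after agonist; Signal: Fluo-8 calcium-sensitive fluorescence; Measure: % inhibition of agonist calcium response; Controls: DMSO and EC80 PEA controls.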
M1 PAM parental: nonselective activator or artifact in parental CHO-K1 calcium assay; ATP EC20, Fluo-8 calcium fluorescence; 0% at ATP EC20, 100% at ATP max; activation, % at 3 µM; actives 0.02% (n = 360,000); AID 602247;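 active = activation above the run cutoff, the mean activation of all test compounds plus 3 SD, cut at about 40% in these data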;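 also: peak over basal fluorescence ratio in a 140 s read after ATP addition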
* = called active by the depositor; · = not tested or not shown.

SMILES | CHRM1 agonist | OXTR potentiate | CHRM1 antagonist | CHO-K1 Ca ag | CHO-K1 Ca antag | TAAR1 ag | CHO parental Ca | TAAR1 antagonist | M1 PAM parental
Nc1ccc2c(c1)Cc1cc(Cl)c(Cl)cc1-2 | -6 | · | -13 | 0.5 | -20 | 2 | · | 22 | 22
CC1(C)CC2CC(C)(CN2/C=C2/CCCCC2=O)C1 (stereo not given) | -3 | -3 | -5 | 0.9 | -3 | 6 | 1 | -29 | 3
CCOC(=O)CNC(=O)CSc1ncnc2c1nnn2-c1ccc(F)cc1 | 0 | -7 | -9 | -0.4 | -10 | 0 | -11 | 0 | 9
c1csc(-c2nnsc2-c2nc3ccccc3[nH]2)c1 | -2 | -5 | 20 | 4.9 | -6 | 12 | -5 | 37 | 13
O=C(Cc1ccccc1)N/N=C/c1cc2c(cc1Cl)OCO2 | 0 | -9 | 1 | 9.5 | -5 | -1 | -4 | -7 | 18
CC(NC(=O)c1ccc2c(c1)S(=O)(=O)N=C1CCCCCN12)c1ccc(S(N)(=O)=O)cc1 (stereo not given) | -5 | -11 | 18 | 0.7 | -6 | 0 | -11 | -11 | 9
O=C(NCc1cn2ccccc2n1)C1CCC(=O)N(Cc2ccccc2F)C1 (stereo not given) | -5 | -10 | -13 | -0.1 | 5 | 0 | -11 | 5 | 17
COc1ccc(NS(=O)(=O)c2cc(OC)ccc2OC)cc1 | -6 | 5 | -16 | 2.7 | -13 | 6 | -15 | -10 | 26
Cc1cccc(-c2nc(CS(=O)CC(=O)N3CC(C)CC(C)C3)c(C)o2)c1 (stereo not given) | -3 | -2 | -11 | 0.5 | -11 | 0 | -23 | -10 | 7
CSc1ccccc1NC(=O)c1cccnc1 | -3 | -6 | 5 | 0.0 | -9 | 10 | 0 | -9 | 19
CN(C(=O)COC(=O)c1cccc(S(=O)(=O)N2CCOCC2)c1)C1CCS(=O)(=O)C1 (stereo not given) | -2 | 6 | 12 | -0.2 | 5 | · | -3 | · | -10
CCOc1ccc(CN(Cc2ccco2)S(=O)(=O)c2ccc(-n3cnnn3)c(OC)c2)cc1 | -7 | -10 | 5 | 2.3 | -9 | 7 | -2 | 31 | 11
Cc1cccc(NC(=O)c2ccccc2C(=O)O)c1 | -4 | -6 | -8 | 3.2 | -10 | 4 | 4 | 3 | 16
O=C(Cn1c(=O)n(Cc2ccc3c(c2)OCO3)c(=O)c2ccccc21)N1CCCc2ccccc21 | -6 | -8 | -9 | 0.2 | 2 | 14 | -4 | 19 | 9
O=c1cc(CN2CCCCCC2)nc2sccn12 | -10 | -4 | 4 | -0.4 | 2 | 5 | -10 | 0 | -6
O=[N+]([O-])c1cc(C(F)(F)F)c(Cl)cc1N1CCN(CCO)CC1 | -4 | -7 | 1 | 1.0 | 5 | 6 | -4 | 9 | -8
CCn1c2ccccc2c2cc(NC(=O)COC(=O)c3ccccc3F)ccc21 | -7 | -10 | -7 | 1.1 | -14 | -1 | -8 | -12 | 24
COc1cccc(/C=C/C(=C2/C(=O)N(c3ccccc3)N=C2C)c2ccc(Br)cc2)c1OC | -5 | -7 | 6 | 0.2 | -5 | · | -13 | · | 3
CN(C)c1ccc(CN(C(=O)c2cc3ccccc3oc2=O)C2CCS(=O)(=O)C2)cc1 (stereo not given) | -2 | -5 | -6 | 0.6 | -11 | 1 | -7 | -4 | 4
CCOC(=O)C1=CCN(S(=O)(=O)c2ccccc2F)C1c1ccc(F)cc1 (stereo not given) | -11 | · | 0 | 1.9 | 4 | -1 | · | -9 | 23

Ordered by the number under CHRM1 agonist (largest number first): some entries from above.
smiles	CHRM1 agonist	CHRM1 antagonist	TAAR1 antagonist
O=C(NCc1cn2ccccc2n1)C1CCC(=O)N(Cc2ccccc2F)C1 (stereo not given)	-5	-13	5
O=C(Cn1c(=O)n(Cc2ccc3c(c2)OCO3)c(=O)c2ccccc21)N1CCCc2ccccc21	-6	-9	19
O=c1cc(CN2CCCCCC2)nc2sccn12	-10	4	0

Continuation.
SMILES | CHRM1 agonist | OXTR potentiate | CHRM1 antagonist | CHO-K1 Ca ag | CHO-K1 Ca antag | TAAR1 ag | CHO parental Ca | TAAR1 antagonist | M1 PAM parental
COc1cc(CCCN2C(=S)NC[C@@H]2Cc2ccccc2)cc(OC)c1OC | -2 | 0 | 2 | 1.0 | -9 | 9 | -21 | 14 | 8
O=C(CCc1c[nH]c2ccccc12)NN1C(=O)NC2(CCCCC2)C1=O | -3 | 6 | -1 | 0.6 | -4 | 8 | -11 | -20 | 2
Cc1ccc(C(=O)Nc2nc3ccc(S(C)(=O)=O)cc3s2)cc1C | -4 | -5 | -5 | 0.1 | -7 | 1 | -12 | -4 | -31
CC1(C)CC(CC(=O)O)(c2ccc(Cl)cc2)CCO1 (stereo not given) | -2 | -3 | -12 | -0.7 | -4 | 10 | 2 | -1 | 13
Cc1cc(OCC(=O)OCC(=O)N2CCCCC2)ccc1Cl | -4 | · | -6 | 2.3 | 9 | 3 | · | -14 | -1
COc1cc(C(=O)O)ccc1O | -4 | 6 | -1 | 5.6 | -6 | 10 | -11 | -1 | 10
Cc1ccc(NC(=O)CN(C)C(=O)c2ccc(NC(=O)CC3SC(N4CCCC4)=NC3=O)cc2)cc1 (stereo not given) | 0 | -1 | -20 | 0.3 | -14 | 0 | -7 | -26 | 19
O=C(COC(=O)/C=C/c1ccc(F)cc1)NC1CCCCCC1 | 9 | -1 | -1 | -0.6 | -14 | -1 | -12 | 2 | -5
Cc1[nH]c(=S)[nH]c(=O)c1Cc1ccccc1 | 1 | -2 | -34 | 1.9 | -34 | 7 | -10 | -13 | 23
COC(=O)C(CC(=O)c1ccc(Cl)cc1)c1ccccc1 (stereo not given) | -3 | · | 7 | 0.4 | -8 | 1 | · | -28 | 0
CC(c1ccccc1)n1c(-c2ccc(C(C)(C)C)cc2)n[nH]c1=S (stereo not given) | -5 | -2 | -4 | 0.6 | -18 | · | -22 | · | 8
Cc1ccc(N2C(=O)c3cccc(Oc4ccc(Cl)cc4)c3C2=O)c(C)c1 | -1 | 2 | -1 | 0.4 | -12 | 15 | 6 | 16 | 7
CC(=O)Cc1nsc(Nc2ccc(C)cc2)n1 | -3 | -5 | 3 | -0.3 | -20 | 0 | -3 | -14 | 1
CC(=O)Nc1cccc(-c2ccnc3c2CC(C(=O)NCc2cccs2)O3)c1 (stereo not given) | 3 | · | -9 | 2.2 | -4 | 3 | · | -5 | -4
Cc1cc(S(=O)(=O)NCc2ccccc2)ccc1OCC(=O)NCc1cccnc1 | -8 | 2 | -2 | -0.1 | -11 | 2 | -2 | -4 | -21
O=C1CCCC2=C1C1(CCCC1)N=C(Nc1nc3ccccc3s1)N2 | -1 | -7 | -13 | -0.1 | -23 | 2 | -12 | 24 | 1
CC1CC(C)(C)OC(C[N+]2(C)CCCCC2)O1 (stereo not given) | -6 | -10 | 35* | 1.5 | -13 | 2 | -1 | -27 | 25
CC(C)N(c1ccccc1)c1ccc(NC(=O)[C@@H]2O[C@H](CO)[C@@H](O)[C@H]2O)cc1 | -1 | · | -10 | 0.5 | -2 | 1 | · | 12 | 9
Cc1ccc(S(=O)(=O)NCCC(c2ccccc2)c2ccco2)cc1 (stereo not given) | -6 | -4 | 3 | -0.1 | 4 | 4 | -38 | -24 | 0
O=C(O)c1cc(N2C(=O)CCC2=O)ccc1NCc1cccnc1 | -3 | -1 | 1 | 0.1 | -8 | -4 | -9 | 3 | 8
CCOC(=O)N1CCC(NC(=O)c2oc3c(F)cccc3c2C)CC1 | -5 | -5 | -2 | 0.9 | -19 | -1 | -18 | -9 | 11
CC1(C)Cc2c(cnn2-c2ccc(F)cc2)C(NC(=O)C2=NNC(=O)CC2)C1 (stereo not given) | -4 | 3 | -10 | 0.5 | -12 | 2 | -14 | -5 | 19
COc1ccc(CCN2C(=O)CCC3=C2CCC3=O)cc1OC | -1 | · | -2 | -0.2 | -2 | · | · | · | 6
O=C1/C(=C/c2ccc(C(=O)O)cc2)CCC/C1=C\c1ccc(C(=O)O)cc1 | -5 | -5 | 15 | 0.0 | 0 | 3 | -1 | -15 | 4
COC(=O)c1ccc(CSc2nc3c(c(=O)n2-c2ccc(Br)cc2)SCC3)o1 | -9 | -9 | 3 | -0.2 | -6 | 7 | -19 | -3 | 5
Cc1ccc(OCCOC(=O)Nc2ccccc2)cc1 | -4 | -5 | 7 | 0.1 | 3 | 1 | -27 | -25 | -4
COCCCn1c(SCC(=O)NC(C)(C)C)nnc1-c1cccs1 | -2 | -5 | -19 | 0.4 | -13 | 1 | -7 | -17 | 14
COc1ccc(CCCNC(=O)C2Cc3c(-c4ccc(NC(C)=O)cc4)ccnc3O2)cc1 (stereo not given) | 1 | · | 3 | 3.1 | 1 | 8 | · | 20 | 3
Cc1ccccc1N1Cc2ccccc2C1 | -7 | 1 | -9 | 0.1 | -3 | 0 | -9 | -18 | 13
CCOC(=O)c1[nH]cnc1C(=O)Nc1ccccc1OC | -3 | -7 | 21 | -0.2 | -8 | 5 | -12 | -35 | 7
CSc1nc2ccccc2cc1/C=C(\C#N)c1ccccc1 | -4 | -16 | 9 | 0.7 | -16 | 10 | -11 | 8 | 15
CCS(=O)(=O)C1C(=O)N(C)C(S(=O)(=O)CC)C(=O)N1C (stereo not given) | -2 | · | -13 | 0.4 | -9 | 3 | · | -12 | 11
COc1cc(OC)c(C(=O)Nc2cc(S(=O)(=O)N3CCOCC3)ccc2N2CCOCC2)cc1OC | -3 | · | -4 | 0.2 | -16 | 1 | · | -7 | 10
CC1CCc2c(sc3nc(C4CC4)nc(N4CCN(C(=O)c5ccco5)CC4)c23)C1 (stereo not given) | -3 | -6 | -11 | 0.3 | -3 | 17 | -17 | 58* | 4
CC(OC(=O)c1cccc(S(=O)(=O)N2CCN(C)CC2)c1)C(=O)Nc1ccc(C(N)=O)cc1 (stereo not given) | 8 | 0 | 2 | 0.1 | -4 | 0 | 3 | -6 | -16
CCOC(=O)Cc1nc(-c2ccc(Cl)cc2)n[nH]1 | -9 | 0 | -11 | 0.0 | -1 | 6 | 4 | 7 | 9
CC(=O)Nc1ccc(Sc2ccccc2C(=O)O)cc1 | -4 | -7 | -1 | -0.1 | -3 | 0 | -1 | -7 | 18
CCOC(=O)C1(Cc2ccccc2)CCN(Cc2cn[nH]c2-c2ccccc2)CC1 | -3 | -10 | -8 | 7.2 | 0 | 35 | -9 | -15 | 24
